Screening results as filed in PubChem.
AmpC no deterg: qHTS Inhibitors of AmpC Beta-Lactamase (assay without detergent); AmpC nitrocefin hydrolysis, absorbance 480 nm, 0.0001% Triton; Potency, µM (titrated, usually from 57.1 µM), for inactives: top-dose activity change, negative = inhibition, hits mostly inhibitors; hit rate 0.52% among 330,000;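 further: potency means the concentration at half of the fitted maximal effect; plate controls were no compound for no effect and no enzyme for full effect; nearly all actives have a fitted effect of over 20% in size; some results filed as inactive show a strong effect at the top dose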
Target sequence (P00811 whole entry, looked up): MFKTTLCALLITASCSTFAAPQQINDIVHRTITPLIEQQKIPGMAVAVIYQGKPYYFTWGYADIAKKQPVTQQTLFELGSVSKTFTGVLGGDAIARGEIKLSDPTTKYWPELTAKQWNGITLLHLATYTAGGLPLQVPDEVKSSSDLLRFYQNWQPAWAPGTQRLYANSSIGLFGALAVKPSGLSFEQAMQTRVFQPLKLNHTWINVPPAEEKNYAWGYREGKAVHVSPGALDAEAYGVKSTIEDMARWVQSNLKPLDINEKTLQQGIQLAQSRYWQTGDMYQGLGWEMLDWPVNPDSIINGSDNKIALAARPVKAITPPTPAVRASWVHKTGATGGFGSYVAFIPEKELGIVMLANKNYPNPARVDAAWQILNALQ
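AmpC (5.3 nM in the dispensed reagent) in 20 mM phosphate pH 7.0 with 0.01% (detergent screen) or 0.0001% Triton X-100 was preincubated with compounds for 15 min at room temperature. Nitrocefin was then added from an 800 uM solution, and hydrolysis was followed at 480 nm.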
AMA1 RON2 block: qHTS for Inhibitors of AMA1-RON; Towards Development of Antimalarial Drug Lead: Primary Screen | Potency, µM (titrated, usually from 58.2 µM), without a hit: at the top dose activity change, negative = inhibition, hits mostly inhibitors | AID 720542, 2013 | Plasmodium falciparum AMA1 (3D7) - RON2 peptide interaction | AlphaScreen AMA1-biotinylated RON2 peptide binding | hit rate 0.2% among 360,000;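 further: potency means the concentration at half of the fitted maximal effect; 0% = vehicle wells and -100% = peptide control; nearly all actives have a fitted effect of over 45% in size; some results filed as inactive show a strong effect at the top dose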
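AMA1 (3D7) with his tag at 25 nM final met compounds first, then biotinylated RON2 peptide at 25 nM; detection used donor plus acceptor beads, 10 µg/mL apiece, read by AlphaScreen after 30 min at room temperature.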
HCMV inh: qHTS Assay for inhibitors of the human cytomegalovirus (HCMV) | HFF cells, HCMV-luciferase reporter, 72 h; hits give low values | activity change, negative = inhibition, % at 57.5 µM | hit rate 4.5% among 410,000; in the data active means activity change below about -60%; inconclusive means no clear call, values can overlap the other calls; inactive means above about -39%
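Steps: HFFs plated, 16 h 37C; compounds added; HCMV-luciferase added to MOI 1 PFU/cell; 72 h 37C; OneGlo reagent, 5 min room temperature; luminescence read, normalized to controls.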
AmpC detergent: qHTS Inhibitors of AmpC Beta-Lactamase (assay with detergent); hit rate 0.041% among 370,000; P00811; AmpC hydrolysis of nitrocefin, absorbance 480 nm, 0.01% Triton; Potency, µM (highest dose often 114 µM), for the others: at the top dose activity change, negative = inhibition, hits mostly inhibitors; AID 485294, 2010;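 further: potency means the concentration at half of the fitted maximal effect; 0% = no-compound wells and -100% = no-enzyme wells; nearly all actives have a fitted effect of over 25% in size; some results filed as inactive show a strong effect at the top dose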
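AmpC (5.3 nM in the dispensed reagent) in 20 mM phosphate pH 7.0 with 0.01% (detergent screen) or 0.0001% Triton X-100 was preincubated with compounds for 15 min at room temperature. Nitrocefin was then added from an 800 uM solution, and hydrolysis was followed at 480 nm.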
Sm TGR inh: qHTS Assay for the Inhibitors of Schistosoma Mansoni Peroxiredoxins | purified TGR, DTNB reduction, TNB absorbance 405 nm | Potency, µM (doses to about 114 µM), for the others: at the highest dose activity change, negative = inhibition, hits mostly inhibitors | hit rate 3% among 360,000; further: potency means the concentration at half of the fitted maximal effect; nearly all actives have a fitted effect of over 60% in size
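Kinetic colorimetric format: TGR-catalysed, NADPH-driven DTNB reduction monitored via TNB absorbance. Enzyme dispensed at 20 nM; compound exposure 15 min at room temperature before reaction start.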
Giardia FBPA inh: qHTS Assay for Inhibitors of Fructose-1,6-bisphosphate Aldolase from Giardia Lamblia; A8B2U2; hit rate 0.71% among 290,000; AID 2451, 2010; Potency, µM (titrated, usually from 59.6 µM), inactives show at the highest dose activity, negative = inhibition, usual class: inhibitors; purified Giardia FBPA; further: potency means the concentration at half of the fitted maximal effect; nearly all actives have a fitted effect of over 55% in size
Target sequence (A8B2U2 whole entry, looked up): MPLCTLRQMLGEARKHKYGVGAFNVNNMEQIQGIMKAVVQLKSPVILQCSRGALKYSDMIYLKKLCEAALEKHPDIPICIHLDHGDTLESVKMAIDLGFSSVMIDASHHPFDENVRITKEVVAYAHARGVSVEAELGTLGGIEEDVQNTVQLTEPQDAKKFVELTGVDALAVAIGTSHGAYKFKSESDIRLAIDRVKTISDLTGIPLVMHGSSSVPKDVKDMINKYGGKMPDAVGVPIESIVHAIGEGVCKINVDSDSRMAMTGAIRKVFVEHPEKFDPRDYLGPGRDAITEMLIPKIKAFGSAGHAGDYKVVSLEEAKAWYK
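Giardia FBPA (40 nM reagent) was preincubated 10 min at RT with compound (up to 57.5 uM final), then substrate plus GAPDH/TPI/NAD/arsenate coupling system with diaphorase/resazurin was added; resorufin fluorescence (525/598 nm) was read after 20 min.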
* = called active by the depositor; ? = inconclusive; / = not tested or not shown; [ ] = dose if it differs, or a comment. Unless noted, the call rests on the fitted dose curve; in most records, active means well fitted curve in the direction sought with a large enough effect; inconclusive means small, poorly fitted or top-dose-only effect, or another doubt; inactive means no such curve, though single readings can be large; an effect the other way counts as inactive or inconclusive. Unless noted, on the % scale 0 is the no-effect control and ±100 the full control effect.

Values run as follows: AmpC no deterg | AMA1 RON2 block | HCMV inh | AmpC detergent | Sm TGR inh | Giardia FBPA inh
- COc1ccc(-c2nsc3c(N4CCCCC4C)ncnc23)cc1 (stereo unspecified)
 : 22.8% | 50.6%[activator] | -97.1* | -7.9% | / | -0.3%
- COc1ccc(CN(C)C(=O)c2cnc(C)cn2)c(OC)c1OC
 : -16.0% | 3.6% | 65.8 | -0.7% | 3.8% | 7.9%
- CCOC(=O)c1c(N)n(CCN2CCCCC2)c2nc3ccccc3nc12
 : -13.3% | 1.7% | -25.7 | -14.9% | -0.3% | -7.2%
- CN(C)S(=O)(=O)c1ccc(NC(=O)CN2CCC(Cc3ccccc3)CC2)cc1
 : 48.9% | -9.8% | 9.9 | -1.4% | 5.1% | -2.6%
- COc1ccc(C(CNC(=O)COc2ccc(Cl)c(C)c2)N2CCOCC2)cc1 (stereo unspecified)
 : / | / | -28.3 | 2.0% | -0.6% | /
- Cc1ccc(Cl)cc1N1CCN(C(c2ccc(C#N)cc2)c2nnnn2C2CCCC2)CC1 (stereo unspecified)
 : -3.1% | -3.8% | ? | -1.2% | 1.0% | -2.3%
- COc1ccc([N+](=O)[O-])cc1N(CC(=O)NCCSc1ccccc1)S(C)(=O)=O
 : 48.6% | 11.9% | 5.0 | 0.3% | 0.0% | -4.7%
- O=C1CC(Sc2cccs2)C(=O)N1c1ccccc1 (stereo unspecified)
 : -20.3% | 2.9% | -5.6 | -7.6% | 6.31µM* | 2.6%
- CS(=O)(=O)NCCCCNc1ccc(C(F)(F)F)cc1[N+](=O)[O-]
 : 24.2% | 2.8% | -8.1 | 5.6% | 0.0% | -2.6%
- CCOc1ccc(-c2c(=O)n(OCc3ccccn3)c3ccccc3[n+]2[O-])cc1
 : -24.0% | -27.4% | -24.3 | 0.1% | 4.2% | -14.3%
- CCOC(=O)C1=C(COC(=O)c2ccc3ccccc3c2O)NC(=O)NC1C (stereo unspecified)
 : 15.0% | -4.6% | 0.0 | -3.0% | 0.5% | /
- CC(C)Oc1ccc(N2CC(C(=O)Nc3ccccc3C(=O)NC3CC3)CC2=O)cc1 (stereo unspecified)
 : 13.7% | 5.7% | -13.9 | 4.7% | 1.3% | /
- COc1ccc(Cn2c(C(=O)O)c(CNCCc3cccs3)c3ccc(OC)cc32)cc1
 : / | / | -4.9 | -0.5% | 8.8% | /
- CC(C)COC(=O)N1CCN(S(=O)(=O)c2ccc3c(c2)CCC3)CC1
 : -6.0% | 5.5%[11.6 µM] | -12.7 | ? | -4.2% | /
- CC1(C2(O)CC(c3ccccc3)ON2)CCCCC1 (stereo unspecified)
 : -15.2% | / | / | ? | -20.6% | 4.6%
- c1cncc(CNc2ncn[nH]2)c1
 : -12.6% | -9.7% | -26.9 | 4.9% | 3.9% | -6.3%
- O=C(Nc1ccc2c(c1)OCCO2)C1CCN(C(=O)c2ccccc2)CC1
 : -1.8% | 2.4% | -27.9 | 0.5% | 15.5% | /
- Cc1cc(/C=C(\C#N)C(=O)O)c(C)n1CC(C)C
 : -7.7% | -5.0% | ? | 3.4% | 4.4% | 23.9%
- O=C(CN1CCOCC1)Nc1ccc(Oc2ccccc2)cc1
 : 6.7% | -6.5% | 13.2 | -9.3% | 0.0% | -3.9%
- CCn1nc(C)cc1C(=O)N1CCCC(Nc2ccc(F)c(F)c2)C1 (stereo unspecified)
 : 18.0% | 14.7% | 6.5 | -11.7% | 3.3% | /
- CCN1C(=O)[C@@H]2[C@@H](c3ccc(-c4ccc(C(C)=O)cc4)cc3)N3CCC[C@@]3(C(=O)OC)[C@@H]2C1=O
 : 105.9%[activator] | -6.9% | 31.2 | -7.9% | -28.1% | /
- CCOC(=O)c1sc2nc(C)cc(C)c2c1NC(=O)c1ccco1
 : -30.4% | 1.2% | -15.6 | -4.1% | 2.5% | -18.9%
- CCc1ccc(NC(=O)C(=O)N/N=C(\C)CC(=O)Nc2ccc(OC)cc2)cc1
 : 1.1% | 71.7%[activator] | -5.7 | 1.0% | 44.7µM* | 2.8%
- CC12CCC(C(=O)N(c3ccc(Cl)cc3)C1=O)C2(C)C (stereo unspecified)
 : -6.2% | -5.0% | -38.9 | ? | 3.4% | 0.1%
- CC(=O)C(Sc1ccc2nnc(-c3ccc(F)cc3)n2n1)C(C)=O
 : -4.1% | 33.5%[activator] | ? | 1.0% | 2.3% | -9.4%
- Cc1n[nH]c(=O)nc1NCc1ccccc1Cl
 : -21.7% | 0.0% | 5.8 | 5.5% | 0.0% | 5.8%
- COc1ccc(NC(=O)C(=O)N/N=C(\C)CC(=O)Nc2cc(C)ccn2)c(OC)c1
 : 63.7%[activator] | 46.3%[activator] | 1.0 | -1.0% | 11.0% | -9.8%
- COc1cc(/C=N/Nc2ccc(Cl)c(C(=O)O)c2)ccc1OC(=O)c1ccccc1F
 : -28.1% | -7.8% | 37.7 | -9.2% | -7.0% | -3.7%
- COc1ccc(C(=O)CC2(CC(=O)c3ccc(OC)cc3)C(=O)N(C)C(=O)N(C)C2=O)cc1
 : -3.6% | -4.8% | 16.1 | -0.9% | -11.9% | -3.6%
- COCCNC(=O)C(c1ccccc1F)N(C(=O)C(=O)NC1CCCC1)C1CCCCC1 (stereo unspecified)
 : 88.9%[activator] | 0.0% | -80.4* | 7.2% | -3.7% | 3.3%

Next records.
SMILES	AmpC no deterg	AMA1 RON2 block	HCMV inh	AmpC detergent	Sm TGR inh	Giardia FBPA inh
CC1=CC=CC2=NC(=O)CC(C)(C(=O)N(CC(=O)NC3CCCC3)c3ccccc3C)N12 (stereo unspecified)	-6.4%	6.1%	4.2	?	1.7%	3.0%
COc1ccccc1N1CCN(CC(=O)NCCc2ccc(S(N)(=O)=O)cc2)CC1	-2.8%	9.1%	?	6.1%	4.2%	2.1%
Cc1c(N=C(N)/N=C(\N)Nc2ccccc2)c(=O)n(-c2ccccc2)n1C	-27.8%	0.4%	11.0	-4.3%	-12.1%	7.3%
Cc1ccc(S(=O)(=O)N2CCN(Cc3nc4sc(C)c(C)c4c(=O)[nH]3)CC2)cc1	/	8.3%	-15.4	8.6%	7.7%	4.2%
Cc1c(Cl)cccc1NC(=S)N1CCN(c2ccc([N+](=O)[O-])cn2)CC1	-15.5%	12.4%	-15.5	-2.4%	-5.1%	0.5%
CN1C(=O)/C(=C\c2ccc(OC(=O)c3ccco3)cc2)SC1=S	-15.7%	-5.3%	-4.2	-9.5%	-11.4%	-5.0%
Cc1ccccc1C(=O)c1cccn1CC(=O)NCC1CCCO1 (stereo unspecified)	-5.7%	5.0%	-17.6	-6.0%	-16.5%	-0.3%
Cc1cc(=O)n2nc(N3CCC(C(=O)Nc4c(F)c(F)c(F)c(F)c4F)CC3)sc2n1	20.2%	4.5%	-37.4	3.4%	-2.8%	0.3%
O=C(COC(=O)Cc1ccc(Br)cc1)NC1CCCC1	-9.1%	6.4%	-3.1	/	/	/
Cc1c(Cc2ccc3c(c2)OCO3)sc(NC(=O)c2ccc3ccccc3c2)c1C(N)=O	-17.0%	9.4%	24.5	?	-4.4%	0.2%
Cc1cc(C)cc(NS(=O)(=O)c2ccc3[nH]cc(C(=O)N(C)Cc4ccccc4)c(=O)c3c2)c1	/	/	18.4	0.1%	-7.4%	/
O=S(=O)(c1ccccc1C(F)(F)F)N1CCN(S(=O)(=O)c2ccccc2C(F)(F)F)CC1	-13.9%	-8.7%	22.7	-17.1%	-5.4%	3.7%
NS(=O)(=O)c1ccc(NC(=S)N2CCN(c3ccccc3)CC2)cc1	-14.0%	-7.5%	-26.0	-14.3%	-5.1%	5.5%
O=C(Nc1nc(-c2ccccc2)cs1)c1ccc(S(=O)(=O)N2CCc3ccccc32)cc1	-37.2%	-9.1%	-77.4*	3.4%	-6.1%	16.2%
S=C(Nc1ccc(Nc2ccccc2)cc1)N1CCN(c2ncccn2)CC1	-22.4%	8.0%	-3.2	0.4%	/	-4.6%

3 entries from above, with each value named:
S=C(Nc1ccc(Nc2ccccc2)cc1)N1CCN(c2ncccn2)CC1
  AmpC no deterg: -22.4%
  AMA1 RON2 block: 8.0%
  HCMV inh: -3.2
  AmpC detergent: 0.4%
  Sm TGR inh: /
  Giardia FBPA inh: -4.6%

O=S(=O)(c1ccccc1C(F)(F)F)N1CCN(S(=O)(=O)c2ccccc2C(F)(F)F)CC1
  AmpC no deterg: -13.9%
  AMA1 RON2 block: -8.7%
  HCMV inh: 22.7
  AmpC detergent: -17.1%
  Sm TGR inh: -5.4%
  Giardia FBPA inh: 3.7%

COc1ccccc1N1CCN(CC(=O)NCCc2ccc(S(N)(=O)=O)cc2)CC1
  AmpC no deterg: -2.8%
  AMA1 RON2 block: 9.1%
  HCMV inh: ?
  AmpC detergent: 6.1%
  Sm TGR inh: 4.2%
  Giardia FBPA inh: 2.1%

(list continues)
SMILES	AmpC no deterg	AMA1 RON2 block	HCMV inh	AmpC detergent	Sm TGR inh	Giardia FBPA inh
NC(=O)C1(N2CCCCC2)CCN(C(=O)c2cccn3c(=O)c4cc(Cl)ccc4nc23)CC1	125.8%[activator]	11.2%	-17.9	-7.1%	-4.5%	-0.7%
CCCCCCCCCCCCCCCC[N+](C)(C)C	199.9%[activator]	3.3%	-94.3*	-8.5%	9.0%	8.5%
S=C(N/N=C/c1ccc2ncccc2c1)Nc1ccccc1	-34.0%	74.2%[activator]	-15.3	2.5%	7.5%	-19.0%
COc1ccc(Cc2nnc(SCC(=O)Nc3ccc(N4CCOCC4)cc3)n2C)cc1	11.6%	4.2%	8.9	-2.4%	-10.9%	-4.5%
CCOC(=O)C1CCN(C(=O)Cn2nc(C)n3nc(-c4ccc(CC)cc4)cc3c2=O)CC1	6.2%	5.2%	26.7	-8.4%	-15.7%	2.8%
CCOC(=O)c1[nH]c2ccc(Br)cc2c1NC(=O)CCN1CCCC(C)(C)C1	74.6%[activator]	?	-22.5	?	-2.8%	4.7%
COc1ccc(CC2CC(=O)N(c3ccc(C)cc3)C2=O)cc1 (stereo unspecified)	-4.3%	8.9%	7.0	-8.3%	8.9%	14.9%
CNC(=S)N1CCN(C(=O)C2CCCO2)CC1 (stereo unspecified)	-12.7%	21.0%	-28.3	?	7.8%	1.8%
Cc1c(C)n(Cc2ccc(F)cc2)c2ccc(C(=O)NCCN3CCOCC3)cc12	170.1%[activator]	-24.0%	-7.3	-13.8%	-24.3%	-2.5%
CCn1nc([N+](=O)[O-])c(C(C#N)c2nc3cc(C(F)(F)F)ccc3s2)c(Cl)c1=O (stereo unspecified)	-20.1%	?	?	?	3.98µM*	1.7%
COc1ccc(N2CCN(CCNC(=O)c3nnc(Cc4c(F)cccc4Cl)o3)CC2)cc1	55.9%	-7.8%	6.4	?	-1.8%	-0.9%

Compounds were not picked by outcome. Share with any hit: about 7.8%.
